# Screens from PubChem.
# ASK1 primary: inhibitors of human ASK1 kinase; Q99683; AlphaScreen MKK6 phosphorylation by ASK1, luminescence; inhibition, % at 7.44 µM; actives 0.99% (n = 22,000); in the data active = inhibition above about 35%;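 also: 0% = median of compound wells and 100% = no enzyme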
# ULK1 primary: inhibitors of human ULK1 kinase; O75385; AlphaScreen Atg13 phosphorylation by ULK1, luminescence; inhibition, % at 5.96 µM; actives 1.9% (n = 30,000); AID 1259251; in the data active = inhibition above about 43%;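 also: 0% = median of compound wells and 100% = no enzyme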
# * marks the source's active call; other numbers are inactive results; . = not tested or not shown.
Compound	ASK1 primary	ULK1 primary
O=C(NCc1cccc(C(F)(F)F)c1)c1cccc(N2CCC(N3CCOCC3)CC2)n1	5	-15
COc1ccc(CCNc2nc(N3CCN(c4ccccn4)CC3)nc3c2ncn3-c2ccsc2)cc1	6	-9
CC(C)n1cnc2c(NCc3cccc(C(F)(F)F)c3)nc(-c3cccc(OC(F)(F)F)c3)nc21	-27	-17
NNc1nnc(Cc2ccncc2)c2ccccc12	.	5
O=C(NC1CC1)c1ccnc(Nc2cccnc2)c1	-17	7
O=C1CCCN1CCn1cnc2c(NCc3ccccc3)nc(N3CCN(Cc4ccc5c(c4)OCO5)CC3)nc21	12	-7
Cc1[nH]c(C)c(Cl)c(=O)c1Cl	.	5
COc1ccc(CCNc2nc(Nc3nc4ccccc4n3C)nc3c2ncn3CCN2CCCC2=O)cc1	24	17
CCCNC(=O)CSc1nnnn1-c1ccccc1	.	-10
COc1cc2c(cc1OC)C(Cc1cc(OC)c(OC)c(OC)c1)[N+](C)(CCCOC(=O)CC/C=C/CCC(=O)OCCC[N+]1(C)CCc3cc(OC)c(OC)cc3C1Cc1cc(OC)c(OC)c(OC)c1)CC2 (centres undefined)	.	-14
CC(=O)Nc1ccc(NC(=O)C2CCN(c3ccc(Cl)nn3)CC2)cc1	1	5
FC(F)(F)c1ccc(Cn2cnc3c(Nc4ccccc4)nc(Nc4ccc5ncccc5c4)nc32)cc1	4	1
CN1CCN(C(=O)c2ccc(-c3ccc(C(=O)NCc4cccc(C(F)(F)F)c4)s3)cc2)CC1	3	-18
CC1(C)N=C(N)N=C(N)N1c1ccc(Cl)cc1	.	-4
O=C(Nc1ccc2[nH]ncc2c1)C1CCN(C(=O)[C@@H](O)CSc2ccc(Br)cc2)C1 (some centres undefined)	-5	15
Cc1ccc(NC(=O)Cn2nnc(-c3ccccc3NC(=O)c3cnc(C)cn3)n2)cc1	.	-1
c1ccc(Oc2ccc(Nc3ncnc4nc(N5CCOCC5)[nH]c34)cc2)cc1	17	2
COc1ccc(-c2ncc(C)c(NC3CCN(Cc4ccccc4)CC3)n2)cn1	-6	-6
FC(F)(F)c1ccc(Nc2nc(NC3CC3)c3ncn(C4CCCCC4)c3n2)cc1	6	-6
CCNc1nc(NCCc2ccc(O)cc2)c2ncn(-c3ccccc3)c2n1	3	-1
O=C(Nc1cc(Cl)ncn1)Nc1c(Cl)cccc1Cl	-4	-1
O=C(c1ccn(-c2ccnc(Nc3ccc(N4CCOCC4)cc3)c2)n1)N1CCC(O)CC1	-3	4
c1ccc(Cn2c(C3COc4ccccc4O3)nc3ccc(-c4ccncc4)cc32)cc1 (centres undefined)	4	-1
CN1CCN(C(=O)c2ccc(-c3nc(NCCOc4ccccc4)c4ncn(-c5ccccc5)c4n3)cc2)CC1	6	-3
NS(=O)(=O)c1ccc(Nc2nccc(-c3ccc4[nH]ccc4c3)n2)cc1	-72	5
C#C[C@]1(O)CC[C@H]2[C@@H]3CCc4cc(OC5CCCC5)ccc4[C@H]3CC[C@@]21C	.	-1
CCOC(=O)c1c(Cl)ccc2cnc(Nc3ccc(-n4cnc(N5CCOCC5)n4)cc3)nc12	-4	5
Nc1cccc(-c2nc(NCCOc3ccccc3)c3ncn(CCN4CCCC4=O)c3n2)c1	5	-4
CC(C)(C)C(O)/C=C/c1ccc2c(c1)OCO2 (centres undefined)	.	-30
COc1cccc(CNC(=O)c2cc3ccc(-c4ccncc4)cc3n2CCN(C)C)c1	-16	-2

# The results go on:
Compound	ASK1 primary	ULK1 primary
O=C(Nc1ccc(Oc2ccccc2)cc1)c1cccc(-c2csc3ccccc23)n1	-6	-8
Cc1cnc(NCc2ccc3c(c2)OCO3)nc1NCc1cccnc1	15	0
COc1cccc(/C=C/C(=O)Nc2ccc(-c3cn[nH]c3)cc2)c1	-2	2
CC(C)N(CCNc1nc(Nc2cccc(N(C)C)c2)nc2c1ncn2-c1ccsc1)C(C)C	17	-7
COc1cc(Nc2nc(Nc3ccccc3)c3ncn(Cc4ccc(C(F)(F)F)cc4)c3n2)cc(OC)c1OC	14	2
FC(F)(F)c1cccc(CNc2ccnc(Nc3cnccn3)n2)c1	12	0
COc1cc(Nc2nc(-c3ccc(C(N)=O)cc3)nc3c2ncn3Cc2ccc(C(F)(F)F)cc2)cc(OC)c1OC	10	-35
CS(=O)(=O)N(CC(=O)NCC1CCCO1)c1ccccc1Cl (centres undefined)	.	2
CC(C)n1cnc2c(NCCCN3CCCC3=O)nc(N3CCOCC3)nc21	2	9
O=C(NCCN1CCOCC1)c1cccc(-n2ncc3cc([N+](=O)[O-])cnc32)c1	1	7
CN(C)CCOc1cc(-c2ncnc3[nH]ccc23)ccc1NC(=O)C1COc2ccc(F)cc2C1 (centres undefined)	6	13
COc1cccc(CN(CCN2CCCCC2)C(=O)Nc2ccc(-c3cn[nH]c3)cc2OC)c1	-3	1
COc1cc(C(C)=O)ccc1OCCCN1CCC(c2noc3cc(F)ccc23)CC1	.	-9
CN1CCN(c2ccc(-c3nc(NCCN4CCOCC4)c4ncn(-c5ccsc5)c4n3)cc2)CC1	-5	1
c1nc2c(NCCN3CCOCC3)nc(N3CCC(N4CCOCC4)CC3)nc2n1C1CCCCC1	-5	10
CCc1nnc(-c2cc3ccccc3n2CC(=O)Nc2ccccc2F)o1	.	8
COc1ccc(-c2cncc(-c3cccc(NS(C)(=O)=O)c3)c2)cc1	-9	-34
Cc1noc(C)c1-c1nccc(NCCO)n1	17	3
CCCNC(=O)c1cccc(N2CCC(N3CCOCC3)CC2)n1	-5	2
CN(C)CCN(C)c1cc(-c2cn[nH]c2)ccc1NC(=O)C1COc2ccccc2O1 (centres undefined)	-6	3
O=C(C(O)c1ccc(Cl)cc1)N1CCC(Nc2ccc3cnccc3c2)CC1 (centres undefined)	-1	0
O=C1CCCN1CCCNc1nc(NC2CCN(Cc3ccccc3)CC2)c2ncn(CCN3CCCC3=O)c2n1	10	7
CCOc1ccccc1CN1CCC(C(=O)N2CCN(CC)CC2)CC1	.	-3
Cc1cc(NCCOc2ccccc2)nc(-c2c(C)nn(C)c2C)n1	-15	-5
C=CCn1c(SC(C)C(C)=O)nc2c1c(=O)n(C)c(=O)n2C (centres undefined)	.	-5
COc1cc(NC(=O)c2ccc(-c3ccc(C(N)=O)cc3)s2)cc(OC)c1OC	2	-9
Cn1c(Nc2nc(NC3CC3)c3ncn(C4CCCCC4)c3n2)nc2ccccc21	-22	37
O=C(NCCN1CCOCC1)c1cccc(-n2cc(Nc3nnnn3-c3ccccc3Cl)cn2)c1	-13	-8
CC(=O)NC(CCC(=O)O)C(=O)O (centres undefined)	.	3
O=C1CNc2ncc(-c3ccncc3)cc2N1	-7	-1

# (further entries)
Compound	ASK1 primary	ULK1 primary
Cc1nc(NCCC#N)cc(-c2cncc(-c3cccs3)c2)n1	.	1
CCN(CC)C(=O)C1CCCN(c2nc3c(NC4CC4)ncnc3n2C(C)C)C1 (centres undefined)	-9	-12
Cc1c(CCC(C)O)c(=O)[nH]c2ccccc12 (centres undefined)	.	2
Clc1nc(NC2CC2)c2ncn(C3CCCCC3)c2n1	-11	1
O=C(NCCN1CCOCC1)c1cccc(-n2ncc3cc(Nc4c(Cl)ccc5c4OCO5)ccc32)c1	-21	-37
COc1ccc(OC)c(-n2cc(-c3ccccc3)c(-c3ccnc(Nc4ccc(-n5nc(C)nc5C)cc4)c3)n2)c1	19	-37
COc1cc2nc(Nc3ccc4ncccc4c3)nc(Nc3ccc(NC(C)=O)cc3)c2cc1OC	36*	-71
O=C(NCc1cccnc1)C1CCN(c2ccc(Nc3ccc(-n4ccnc4)cc3)nn2)CC1	5	-1
NC(=O)C1CCN(c2ccc(Nc3ccc(N4CCOCC4)cc3)nn2)CC1	-13	-1
O=C(NCCN1CCOCC1)c1ccnc(NC2CCN(Cc3ccccc3)CC2)c1	-7	3
CS(=O)(=O)Nc1cccc(-c2ccnc(Nc3ccc(-c4ncn[nH]4)cc3)n2)c1	10	18
N#Cc1onc(-c2ccnc(Nc3ccc(N4CCOCC4)cc3)c2)c1-c1ccc(F)cc1	19	-1
O=C(Nc1ccc2c(c1)OCO2)c1ccnc(Nc2ccc3ncccc3c2)c1	1	20
CCNc1cc(NCc2cccc(C(F)(F)F)c2)ncn1	-16	-4
Cc1[nH]ncc1-c1ccc(NC(=O)[C@H](N)Cc2cccc(Br)c2)cc1	-2	-3
Cc1cc(O)c(C(c2cccnc2)N2CCC(C)CC2)c(=O)n1Cc1ccco1 (centres undefined)	.	-7
Cc1[nH]n(-c2ccccc2)c(=O)c1/C=N/NC(=O)CNc1ccc2ccccc2c1	.	-16
COc1cc(Nc2ncc(C(=O)NCCOc3ccccc3)s2)cc(OC)c1OC	-8	-5
CC[C@@H](C(=O)[C@@H](C)[C@@H](O)[C@H](C)CCc1ccc(C)c(O)c1C(=O)O)[C@H]1O[C@](CC)([C@H]2CC[C@](O)(CC)[C@H](C)O2)C[C@@H]1C	.	70*
O=C(Cc1cn(-c2ccc(Oc3ccccc3)nn2)c2ccccc12)Nc1ccc(N2CCOCC2)cc1	21	21
CC(C)N(CCNc1ncnc2c1nc(-c1ccccc1)n2C(C)C)C(C)C	-11	-3
O=Cc1c(Nc2ccccc2Cl)nc2ccccn2c1=O	.	7
Cc1c(C(=O)Nc2ccncc2)oc2ccccc12	.	0
COc1ccc(CCNc2nc(Nc3cccc(N(C)C)c3)nc3cc(OC)c(OC)cc23)cc1	61*	-9
CC(C)N(CCNc1nc(Nc2ccncn2)nc2c1ncn2C(C)C)C(C)C	0	5
CC(C)n1cnc2c(NC3CC3)nc(Nc3ccc(-n4ccnc4)cc3)nc21	-2	36
NCC(O)CC(=O)O (centres undefined)	.	5
COc1cc2nc(N3CCN(c4ccccn4)CC3)nc(Nc3ccccc3)c2cc1OC	-6	-63
FC(F)(F)c1cccc(CNc2nc(-c3cccs3)nc3c2ncn3-c2ccsc2)c1	2	-9
Nc1cccc(-c2cccc(C(=O)Nc3ccc(N4CCOCC4)cc3)n2)c1	10	-11

# (further entries)
Compound	ASK1 primary	ULK1 primary
O=C(Nc1ccc(-c2cn[nH]c2)cc1)C1CCc2ccccc2C1 (centres undefined)	-2	3
Nc1cccc(-c2cncc(C(=O)NCc3cccc(C(F)(F)F)c3)c2)c1	-3	-1
CC(=O)NCC1(c2ccccc2)CCN(CCCC(=O)c2ccc(F)cc2)CC1	.	7
COc1ccc(-c2nccc(NCCN(C(C)C)C(C)C)n2)cn1	-2	3
CCCCC(CC)COC(=O)/C=C/c1ccc(OC)cc1 (centres undefined)	.	-1
O=C(NCc1cccc(C(F)(F)F)c1)c1csc(Nc2ccncn2)n1	8	-10
Cn1cc(-c2ncoc2-c2ccnc(Nc3ccc(N4CCOCC4)cc3)c2)cn1	5	-25
CCN(CC)C(=O)C1CCCN(c2nccc(NC3CCN(Cc4ccccc4)CC3)n2)C1 (centres undefined)	-8	-8
Cc1nc(NCCCn2ccnc2)cc(-c2cncc(-c3ccc(F)cc3)c2)n1	.	-32
CCCNC(=O)c1csc(Nc2ccc(C(F)(F)F)cc2)n1	0	1
O=C(NCCCN1CCCC1=O)c1ccc2nc(N3CCC(N4CCOCC4)CC3)sc2c1	-12	-2
CC(=O)Nc1ccc(NC(=O)Cc2cn(-c3ccc(Nc4cccc(N(C)C)c4)nn3)c3ccccc23)cc1	22	24
c1cc2ccc3ncc(-c4ccc(-c5ccn[nH]5)cc4)cc3c2cn1	-16	-73
COc1cc(NC(=O)c2ccc3nc(Nc4ncccn4)sc3c2)cc(OC)c1OC	8	20
COc1cc(Nc2ccnc(N3CCCC3CO)n2)cc(OC)c1OC (centres undefined)	3	11
Cc1cc(NCc2cccc(C(F)(F)F)c2)nc(NCc2ccc3c(c2)OCO3)n1	4	-13

# No new results follow: entries from further up.
Compound	ASK1 primary	ULK1 primary
NCC(O)CC(=O)O (centres undefined)	.	5
COc1cc2nc(N3CCN(c4ccccn4)CC3)nc(Nc3ccccc3)c2cc1OC	-6	-63
FC(F)(F)c1cccc(CNc2nc(-c3cccs3)nc3c2ncn3-c2ccsc2)c1	2	-9
Nc1cccc(-c2cccc(C(=O)Nc3ccc(N4CCOCC4)cc3)n2)c1	10	-11
O=C(Nc1ccc(-c2cn[nH]c2)cc1)C1CCc2ccccc2C1 (centres undefined)	-2	3
Nc1cccc(-c2cncc(C(=O)NCc3cccc(C(F)(F)F)c3)c2)c1	-3	-1
CC(=O)NCC1(c2ccccc2)CCN(CCCC(=O)c2ccc(F)cc2)CC1	.	7
COc1ccc(-c2nccc(NCCN(C(C)C)C(C)C)n2)cn1	-2	3
CCCCC(CC)COC(=O)/C=C/c1ccc(OC)cc1 (centres undefined)	.	-1
O=C(NCc1cccc(C(F)(F)F)c1)c1csc(Nc2ccncn2)n1	8	-10
Cn1cc(-c2ncoc2-c2ccnc(Nc3ccc(N4CCOCC4)cc3)c2)cn1	5	-25
CCN(CC)C(=O)C1CCCN(c2nccc(NC3CCN(Cc4ccccc4)CC3)n2)C1 (centres undefined)	-8	-8
Cc1nc(NCCCn2ccnc2)cc(-c2cncc(-c3ccc(F)cc3)c2)n1	.	-32
CCCNC(=O)c1csc(Nc2ccc(C(F)(F)F)cc2)n1	0	1
O=C(NCCCN1CCCC1=O)c1ccc2nc(N3CCC(N4CCOCC4)CC3)sc2c1	-12	-2
CC(=O)Nc1ccc(NC(=O)Cc2cn(-c3ccc(Nc4cccc(N(C)C)c4)nn3)c3ccccc23)cc1	22	24
c1cc2ccc3ncc(-c4ccc(-c5ccn[nH]5)cc4)cc3c2cn1	-16	-73
